Screening data from PubChem.
PRMT1 FP inh – blocks human protein arginine methyltransferase 1; recombinant PRMT1, activity-based probe fluorescence polarization; inhibition, % at 2.79 µM; Q99873; AID 652257; 370,000 tested, 1.3% active;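 active means inhibition above about 21% made by adding two undisclosed values, limit read from the data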
rCAG RNA binder – binds r(CAG) RNA repeats. 370,000 tested, 1.3% active. AID 651821. r(CAG) RNA repeat, TO-PRO-1 dye displacement fluorescence. inhibition, % at 3 µM;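 active means inhibition above the plate cutoff, the mean of all test compounds on that plate plus 3 SD, cut at about 35% in these data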;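 further: 0% = DMSO alone and 100% = 100 µM mitoxantrone as full dye displacement; higher means more dye released from RNA so lower well fluorescence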
NPR1 activator – GC-A (human) enzyme activation; activation, % at 10 µM; 370,000 tested, 0.14% active; P16066; HEK293 GC-A cells, cGMP TR-FRET, EC30 ANP; 0% at EC30 ANP, 100% saturating ANP; in the data active means activation above about 40%
SIAE inh – inhibitors of human sialic acid acetylesterase SIAE | 370,000 tested, 0.69% active | Q9HAT2 | AID 1053197 | inhibition, % at 9.66 µM | SIAE FP-Rh probe binding, fluorescence polarization;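 active means inhibition above a cutoff: mean of compounds within the control limits plus 3 SD of those, cut at about 17% in these data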;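 further: 0% = plate median of compound wells and 100% = probe without SIAE protein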
Target sequence (Q9HAT2 whole entry, looked up): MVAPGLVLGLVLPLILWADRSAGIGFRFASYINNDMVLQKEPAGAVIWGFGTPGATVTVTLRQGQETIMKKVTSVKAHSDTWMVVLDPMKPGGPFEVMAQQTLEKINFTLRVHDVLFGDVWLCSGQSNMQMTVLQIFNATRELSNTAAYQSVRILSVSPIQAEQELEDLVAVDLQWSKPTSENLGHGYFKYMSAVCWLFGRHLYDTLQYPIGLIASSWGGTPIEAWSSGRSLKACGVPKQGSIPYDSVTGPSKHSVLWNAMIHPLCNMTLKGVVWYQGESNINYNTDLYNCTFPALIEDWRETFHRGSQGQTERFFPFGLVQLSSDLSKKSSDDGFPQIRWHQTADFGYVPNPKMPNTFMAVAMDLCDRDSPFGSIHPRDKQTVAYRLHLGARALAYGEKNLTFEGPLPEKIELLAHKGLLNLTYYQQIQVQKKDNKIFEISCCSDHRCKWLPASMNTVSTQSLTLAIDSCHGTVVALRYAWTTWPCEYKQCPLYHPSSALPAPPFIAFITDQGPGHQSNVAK
TCR-CD3 inh – inhibitors of human TCR-CD3 interaction; TAMRA-labeled TCR probe fluorescence, biochemical; inhibition, % at 9.4 µM; 360,000 tested, 0.37% active; in the data active means inhibition above about 19%;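 further: recombinant mutant TCR 2C K166C tagged with TAMRA read by polarization; 0% = receptor in buffer alone and 100% = receptor with positive control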
UHRF1 binding – human UHRF1 methylated DNA binding inhibitors; 370,000 tested, 0.75% active; UHRF1 binding to methylated oligo, TR-FRET; Q96T88; inhibition, % at 4.4 µM; AID 687016; in the data active means inhibition above about 21%;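 further: UHRF1 SRA domain binding a hemimethylated CpG hairpin DNA probe; 0% = median of test compound wells and 100% = reference inhibitor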
MBD2 DNA inh – blocks human MBD2 binding to methylated DNA; AID 686964; 370,000 tested, 0.31% active; TR-FRET, MBD2 binding to methylated oligonucleotide; Q9UBB5; inhibition, % at 4.4 µM; in the data active means inhibition above about 13%
HTRA1 inh – inhibitors of human serine peptidase HTRA1; inhibition, % at 5.96 µM; recombinant HTRA1, FP-rhodamine activity-based probe, fluorescence polarization; AID 504803; 340,000 tested, 0.5% active; Q92743; in the data active means inhibition above about 36%;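 further: 0% = enzyme with DMSO and 100% = wells lacking enzyme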
ABHD4 inh – inhibitors of mouse ABHD4. Q8VD66. purified mABHD4, FP-Rh probe fluorescence polarization. inhibition, % at 8.92 µM. 370,000 tested, 0.54% active;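 active means inhibition exceeding the mean over every tested compound plus 3 SD, cut at about 30% in these data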;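 further: 0% = plate median of compound wells and 100% = S159A mutant with DMSO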
Target sequence (Q8VD66 whole entry, looked up): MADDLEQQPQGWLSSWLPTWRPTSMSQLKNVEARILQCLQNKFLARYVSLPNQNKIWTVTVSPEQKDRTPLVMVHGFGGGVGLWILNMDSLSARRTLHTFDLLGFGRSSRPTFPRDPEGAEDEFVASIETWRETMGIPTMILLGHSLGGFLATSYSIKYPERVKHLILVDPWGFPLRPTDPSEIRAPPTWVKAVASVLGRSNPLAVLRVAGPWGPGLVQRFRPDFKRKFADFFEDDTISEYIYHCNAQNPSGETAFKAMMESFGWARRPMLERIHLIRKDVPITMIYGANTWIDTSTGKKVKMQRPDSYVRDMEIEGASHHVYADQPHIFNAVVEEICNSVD
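Material: mouse ABHD4 enzyme, wild type; Benchmarks: S159A mutant high control, sample median low control; Buffer or medium: HEPES pH 7.0, NaCl, Pluronic buffer; Signal: fluorescence polarization; Read-out: percent inhibition of probe binding, normalized to plate controls; Timing: pre-incubation 45 min, probe exposure 60 min, at 25 °C; Dosing: 8.92 µM, single dose.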
GC-B act – GC-B (human) receptor activation; 370,000 tested, 0.11% active; HEK293-GC-B cells, CNP EC30, cGMP TR-FRET; 0% at EC30 CNP, 100% saturating CNP; activation, % at 10 µM; P20594; AID 1920062;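 active means activation at 10 µM reaching about 35% in either raw or pattern-adjusted values, limit read from the data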
Starred values were filed as active, the others as inactive; / = no result given.

#	structure	SIAE inh	HTRA1 inh	GC-B act	ABHD4 inh	PRMT1 FP inh	UHRF1 binding	NPR1 activator	TCR-CD3 inh	MBD2 DNA inh	rCAG RNA binder
1	O=C(NCC1CCCN(Cc2cccc(F)c2)C1)c1cccc2ccccc12 (stereo unspecified)	-2	-7	-4	1	4	1	-6	-5	1	-3
2	CN(C#N)c1nc(Cl)nc(Nc2cccc(Cl)c2)n1	-1	-18	4	-14	-2	-2	-37	5	2	13
3	O=C(CCC(=O)NC1CC1)Nc1nnc(C2CCCCC2)s1	1	-7	5	9	-3	0	2	4	-5	-4
4	COc1ccc(CNS(=O)(=O)c2ccc(-n3cnnn3)c(C)c2)cc1	7	-7	0	-2	-6	1	0	2	-3	-1
5	O=C1c2cc(N3CCCC3)c([N+](=O)[O-])cc2C(=O)N1c1ccccc1	7	5	-6	3	-1	-3	-2	1	-1	2
6	Cc1ccc(NC(=O)CCC(=O)NNC(=S)Nc2ccc(F)cc2F)cc1C	-1	2	11	6	-3	0	2	1	-2	7
7	CCOc1ccc(CCNC(=O)C2CCN(C(=O)N(C)C)CC2)cc1OCC	-1	4	-5	0	-4	4	2	3	-4	-9
8	Cc1cccc(C)c1NC(=O)C(=O)NCc1ccccn1	1	-4	3	0	-1	-4	3	6	-2	3
9	CCOC(=O)c1[nH]c(C)c(C(=O)/C=C/c2ccc(C(=O)O)cc2)c1C	-4	-6	2	-8	-2	-4	3	2	3	9
10	COc1cccc(N2CCN(c3ncnc4c3cnn4-c3ccc(C)cc3C)CC2)c1	7	-10	2	16	-3	0	-9	5	-7	5
11	Cc1ccc(S(=O)(=O)NCCc2nc3ccccc3[nH]2)cc1	1	-5	3	-1	-5	0	5	2	-8	-2
12	CCNC(=O)c1cc(Cl)ccc1OC	4	4	4	-1	5	2	2	-2	1	4
13	Cc1nc(SCC(=O)Nc2cc(C)on2)c2c(=O)n(C)c(=O)n(C)c2n1	2	2	6	-9	3	5	11	-10	4	2
14	CC(=O)N/C(=C\c1ccccc1)C(=O)OCc1ccc(C)cc1	1	4	0	2	-4	2	4	3	4	-4
15	CCN(C(=O)Cn1cnc2c1c(=O)n(C)c(=O)n2C)C1CCCCC1	2	0	0	0	-4	0	0	0	-2	-1
16	COC(=O)CCN1CCC2CC1c1cc(N3CCCCC3)ccc12 (stereo unspecified)	-2	10	-6	1	-3	2	3	5	-1	1
17	CN(/C(=N/S(=O)(=O)c1cccs1)c1ccccc1)c1ccccc1	-6	-2	-1	2	-3	7	-4	6	-1	-1
18	CC(=O)N1c2ccc(S(=O)(=O)N3CCCC(C(=O)N4CCC(C)CC4)C3)cc2CC1C (stereo unspecified)	-4	1	-2	4	-11	0	0	0	6	0
19	C#CCNC(=O)C[C@H]1C[C@@]2(C(=O)OC)C(=C[C@H](C(C)C)O[C@@H]2C2CC2)N(Cc2ccc(Cl)cc2Cl)C1=O	0	/	-17	-4	-4	1	-26	/	-3	1
20	Cc1c(C)[n+](=O)c(C)c(C)n1[O-]	1	4	-1	6	1	0	-1	-3	0	1
21	COc1ccc(-c2nc(CN3CCC(C(=O)N4CCOCC4)CC3)c(C)o2)cc1OC	1	1	-1	2	-2	-1	5	5	-2	-5
22	O=C(O)c1ccccc1C(=O)N(Cc1ccccc1)Cc1ccccc1	-5	-5	6	5	1	0	0	-1	4	5
23	C#CCCN([C@@H](CC(C)C)C(=O)OC)S(=O)(=O)c1ccccc1Br	3	/	3	-6	-2	-1	-6	/	4	-2
24	COc1ccc(C2=NN(C(=O)c3ccccc3)C(c3ccccc3)C2)c(O)c1 (stereo unspecified)	12	-8	4	-8	-6	4	-5	1	-6	-1

Profiles from above. Order of values: SIAE inh	HTRA1 inh	GC-B act	ABHD4 inh	PRMT1 FP inh	UHRF1 binding	NPR1 activator	TCR-CD3 inh	MBD2 DNA inh	rCAG RNA binder
CN(/C(=N/S(=O)(=O)c1cccs1)c1ccccc1)c1ccccc1 across the screens: -6	-2	-1	2	-3	7	-4	6	-1	-1
Cc1nc(SCC(=O)Nc2cc(C)on2)c2c(=O)n(C)c(=O)n(C)c2n1 across the screens: 2	2	6	-9	3	5	11	-10	4	2
Cc1ccc(NC(=O)CCC(=O)NNC(=S)Nc2ccc(F)cc2F)cc1C across the screens: -1	2	11	6	-3	0	2	1	-2	7
C#CCNC(=O)C[C@H]1C[C@@]2(C(=O)OC)C(=C[C@H](C(C)C)O[C@@H]2C2CC2)N(Cc2ccc(Cl)cc2Cl)C1=O across the screens: 0	/	-17	-4	-4	1	-26	/	-3	1
Cc1c(C)[n+](=O)c(C)c(C)n1[O-] across the screens: 1	4	-1	6	1	0	-1	-3	0	1

(continued)
#	structure	SIAE inh	HTRA1 inh	GC-B act	ABHD4 inh	PRMT1 FP inh	UHRF1 binding	NPR1 activator	TCR-CD3 inh	MBD2 DNA inh	rCAG RNA binder
25	CSc1ccc(/C=C(/NC(=O)c2ccco2)C(=O)NCc2ccco2)cc1	-7	4	-2	3	2	3	-2	-9	1	-3
26	COc1ccc2cc(C(=O)N(C)CC(=O)Nc3ccccc3Br)ccc2c1	-7	-20	-2	-5	3	0	2	9	0	3
27	N#CC(C#N)=CC1=C2OC(c3ccccc3)=CC(c3ccccc3)=C2CCC1	-1	0	0	7	0	-1	-13	-8	0	4
28	Cc1ccc2[nH]c(=O)c(CN(Cc3ccco3)C(=O)CN3CCCC(C)C3)cc2c1 (stereo unspecified)	-2	2	-8	1	1	10	-8	-5	-2	-9
29	CCOC(=O)C1(CC)NC(c2ccco2)C2C(=O)N(C)C(=O)C21 (stereo unspecified)	0	1	6	4	3	4	2	-3	0	2
30	CCCOc1ccc2c3c(c(=O)oc2c1OCCC)CCC3	-9	-20	-7	4	2	2	0	1	-3	-3
31	O=C(CN1C(=O)COc2ccc(Cl)cc21)Nc1ccccn1	5	3	4	6	3	0	0	-2	5	-1
32	CCCN1C(=O)/C(=C\C=C2\N(CC)c3ccccc3C2(C)C)SC1=S	-31	-5	4	-12	-5	0	5	-5	0	-19

2 compounds from above, reduced to GC-B act:
No.	Compound	GC-B act
25	CSc1ccc(/C=C(/NC(=O)c2ccco2)C(=O)NCc2ccco2)cc1	-2
26	COc1ccc2cc(C(=O)N(C)CC(=O)Nc3ccccc3Br)ccc2c1	-2

Further compounds:
#	structure	SIAE inh	HTRA1 inh	GC-B act	ABHD4 inh	PRMT1 FP inh	UHRF1 binding	NPR1 activator	TCR-CD3 inh	MBD2 DNA inh	rCAG RNA binder
33	OC(CNC1CCCc2ccccc21)COc1ccc2ccccc2c1 (stereo unspecified)	0	-7	-2	10	1	2	-1	1	3	6
34	CN(C(=O)C1CCN(S(=O)(=O)c2cccs2)CC1)c1ccccc1	14	2	2	-5	-7	2	-2	-5	-5	-2
35	COC(CNC(=O)[C@H](Cc1ccccc1)NCC(=O)NC1CCCCC1)OC	4	/	-2	2	-1	2	-2	/	6	/
36	COc1ccc(C2CC3CC(c4ccccc4)N2O3)cc1 (stereo unspecified)	-4	-3	-10	-12	7	3	4	-1	3	-3
37	O=C(Nc1ccc(Cl)cn1)c1cccc(S(=O)(=O)N2CCCC2)c1	12	0	2	-2	2	-1	-1	0	0	-1
38	O=C(Nc1ccc(O)c(C(=O)O)c1)c1cccc(NC(=O)c2ccco2)c1	1	6	-2	6	12	4	2	5	0	8
39	CCCCOC(=O)C[N+](C)(C)CCOC1CC2CCC1(C)C2(C)C (stereo unspecified)	1	1	10	4	-2	6	5	5	1	3
40	COC(=O)C1CCN(c2cc(=O)n(-c3ccccc3Cl)c(=O)[nH]2)CC1	5	3	2	0	-3	2	6	1	-3	2
41	S=C1NCCC12C(=S)Nc1ccccc12 (stereo unspecified)	0	0	6	0	0	1	3	9	-2	3
42	Cc1nnc(Nc2ccc(Cl)cc2)n(N)c1=O	1	6	0	-1	2	3	0	-1	6	1
43	C[C@@H]1C[C@H]2[C@@H](Cc3ccccc3)C(=O)N3[C@H](c4ccccc4)[C@H](C)C[C@H]3[C@@H](Cc3ccccc3)C(=O)N2[C@@H]1c1ccccc1	9	/	1	50*	-3	-2	-6	/	5	6
44	CN1/C(=C/C(=O)COC(=O)C2COc3ccccc3O2)C(C)(C)c2ccccc21 (stereo unspecified)	0	-12	3	-1	-4	-1	-6	-2	0	0
45	O=C(CN(Cc1ccccc1)C1=NCCS1)c1ccc(Cl)cc1	6	-13	-9	4	1	-1	-4	4	-2	0
46	Cc1ccc(NC(=O)CCC(=O)c2ccc(Cl)s2)nc1	8	-9	-1	3	5	6	0	-2	2	9
47	Cc1noc(C)c1COC(=O)C1CCN(S(=O)(=O)c2ccc(F)cc2)CC1	3	7	1	6	-2	-2	3	-5	1	1
48	COc1ccc(CNC(=O)COC(=O)c2ccc(Br)cc2)cc1	1	0	7	-5	4	3	0	-3	5	-3

Look-ups from the entries so far.
GC-B act, compound 46 : -1
PRMT1 FP inh, compound 44 : -4

Further results
#	structure	SIAE inh	HTRA1 inh	GC-B act	ABHD4 inh	PRMT1 FP inh	UHRF1 binding	NPR1 activator	TCR-CD3 inh	MBD2 DNA inh	rCAG RNA binder
49	CCCCNC(=O)C1c2ccccc2OCC(=O)N1Cc1ccc2c(c1)OCO2 (stereo unspecified)	0	/	-7	0	0	2	-6	14	1	2
50	Cc1[nH]n(-c2cccc(Cl)c2)c(=O)c1C=NC12CN3CN(CN(C3)C1)C2	3	4	-3	-1	-3	-4	0	2	2	4
51	N=c1sccn1CC(=O)Nc1ccc(S(N)(=O)=O)cc1	-2	-5	3	2	3	4	2	-5	-2	1
52	Cn1cc(C(=O)NCCN2CCN(c3cccc(Cl)c3)CC2)c2c3ccccc3n(C)c2c1=O	3	-1	-8	8	1	3	-6	-6	4	11
53	CN(C)C(=O)CCc1ccc2c3c([nH]c2c1)[C@]1(CCc2ccccc2)[C@@H](C(=O)N2CCCCC2)C[C@H](CC(=O)NCCCn2ccnc2)C(=O)N1CC3	-9	6	4	-7	7	3	0	-2	8	5
54	CCN1CCCc2cc(CN(CCN3CCOCC3)C(=O)Nc3ccc(C)c(C)c3)ccc21	9	-1	0	2	3	0	-1	-3	0	2
55	O=C(CC1OC(=O)c2ccccc21)Nc1cccc(S(=O)(=O)N2CCCCCC2)c1 (stereo unspecified)	-10	-8	0	0	0	2	-8	-6	2	3
56	Cc1cc(C)cc(N(CC(=O)NCc2ccc(F)cc2)C(=O)CCC(=O)Nc2ccccn2)c1	-6	0	-10	-3	-4	3	-7	-10	-5	1

This is a subset, so the mix of outcomes need not match the whole.
